# Screens: PubChem, Broad Institute
# IDE exosite inh: exo-site inhibitors of human IDE, primary screen, biochemical, fluorescence anisotropy, probe displacement | 17,000 compounds, 6.3% hits | z-score at 20 µM | purified IDE, FL-6b probe fluorescence polarization; stronger effect = lower value;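 active = z-score of -3 or lower, meaning strong loss of probe binding signal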;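 note: His-tagged human IDE residues 42-1019 made in E. coli with 30 nM FL-6b probe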
# Target sequence (P14735 42-1019 limits assumed): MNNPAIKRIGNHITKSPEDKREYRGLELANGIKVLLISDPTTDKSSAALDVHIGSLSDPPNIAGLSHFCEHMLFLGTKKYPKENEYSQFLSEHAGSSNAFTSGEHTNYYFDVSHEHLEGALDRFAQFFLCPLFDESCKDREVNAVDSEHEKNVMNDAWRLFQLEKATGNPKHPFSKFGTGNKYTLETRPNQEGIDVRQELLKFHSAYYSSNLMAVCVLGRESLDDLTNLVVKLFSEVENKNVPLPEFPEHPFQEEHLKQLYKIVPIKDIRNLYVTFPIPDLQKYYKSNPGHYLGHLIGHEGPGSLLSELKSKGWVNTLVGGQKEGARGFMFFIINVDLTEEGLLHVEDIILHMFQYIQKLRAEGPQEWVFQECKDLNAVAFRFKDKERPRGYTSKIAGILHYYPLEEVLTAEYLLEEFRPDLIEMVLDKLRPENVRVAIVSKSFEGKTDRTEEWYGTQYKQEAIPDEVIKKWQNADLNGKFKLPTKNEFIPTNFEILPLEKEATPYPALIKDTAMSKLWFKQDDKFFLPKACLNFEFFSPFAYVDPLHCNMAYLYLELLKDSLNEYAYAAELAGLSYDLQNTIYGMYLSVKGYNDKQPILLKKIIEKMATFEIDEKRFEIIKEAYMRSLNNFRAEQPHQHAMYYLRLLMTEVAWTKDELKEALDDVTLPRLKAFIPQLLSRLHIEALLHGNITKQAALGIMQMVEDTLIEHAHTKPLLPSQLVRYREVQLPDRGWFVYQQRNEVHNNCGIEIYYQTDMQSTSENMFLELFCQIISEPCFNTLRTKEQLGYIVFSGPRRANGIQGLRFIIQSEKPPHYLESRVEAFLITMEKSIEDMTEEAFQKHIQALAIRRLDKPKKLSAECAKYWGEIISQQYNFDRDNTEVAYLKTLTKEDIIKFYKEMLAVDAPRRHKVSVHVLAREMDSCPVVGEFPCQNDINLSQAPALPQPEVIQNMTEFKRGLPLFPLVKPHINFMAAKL
# An asterisk follows results filed as active; & = joins results of further samples. Not all compounds are listed; the hit share may differ from the screen's.
SMILES | IDE exosite inh
C/C=C/c1ccc([C@H]2[C@@H](CO)N(C(=O)Nc3ccccc3F)[C@H]2C#N)cc1 | -0.51
CC(C)CC#Cc1ccc([C@@H]2[C@H]3CN(C(=O)c4cccc(F)c4)CC(=O)N3[C@H]2CO)cc1 | 0.48
O=C(C1CCOCC1)N1CC(=O)N2[C@@H](CO)[C@H](c3ccc(C#CC4CCCCC4)cc3)[C@@H]2C1 | 1.1
OC[C@@H]1[C@H](c2ccc(-c3ccc(F)cc3)cc2)[C@H]2CN(Cc3ccncc3)CCCCN12 | 4.3
O=C(CC(F)(F)F)N1C[C@H]2[C@@H](c3ccccc31)[C@H](CO)N2C(=O)C1CCCCC1 | 0.018
N#C[C@@H]1[C@@H](c2ccccc2C2=CCCCC2)[C@H](CO)N1C(=O)CN1CCOCC1 | 0.98
COc1ccc(S(=O)(=O)N2CCCCN3[C@@H](CO)[C@@H](c4ccc(C#CCC(C)C)cc4)[C@@H]3C2)cc1 | 4
CCCC(=O)Nc1ccc2c(c1)C(=O)N(C)C[C@H](OC)[C@@H](C)CN(C(=O)c1ccccn1)[C@@H](C)CO2 | -0.33
COc1ccc(-c2ccc([C@@H]3[C@@H](CO)N4C(=O)CN(C(=O)c5ccc6c(c5)OCO6)C[C@H]34)cc2)cc1 | 0.31
C[C@@H]1CCCCO[C@@H](CN(C)Cc2ccc3c(c2)OCO3)[C@@H](C)CN([C@H](C)CO)C(=O)c2cc(NS(=O)(=O)c3cn(C)cn3)ccc2O1 | 2
O=C(c1ccncc1)N1CC(=O)N2[C@H](C1)[C@@H](c1ccc(-c3ccccc3)cc1)[C@@H]2CO | -6.8*
Cc1ccc(S(=O)(=O)Nc2ccc3c(c2)C(=O)N([C@@H](C)CO)C[C@H](C)[C@H](CN(C)S(=O)(=O)c2cccs2)OCCCC[C@@H](C)O3)cc1 | 0.086
CN1C(=O)c2cc(NC(=O)c3cccc(F)c3)ccc2OC[C@H]2O[C@@H](CC(=O)NCC3CCCCC3)CC[C@H]21 | -0.32&-1.2
O=C(c1cnccn1)N1CC(=O)N2[C@H](C1)[C@H](c1ccc(-c3ccccc3)cc1)[C@@H]2CO | 0.43
O=C(N[C@@H]1C=C[C@H](CC(=O)N2CCN(c3ccccc3)CC2)O[C@H]1CO)c1ccccc1 | 2.9
CC(=O)N1CC(=O)N2[C@H](CO)[C@@H](c3ccc(-c4ccc(C)cc4)cc3)[C@@H]2C1 | -2.4
CCC(=O)N1CCCCN2[C@H](C1)[C@H](c1ccc(C#Cc3ccccc3F)cc1)[C@@H]2CO | -4.6*
O=C(c1ccccn1)N1CC(=O)N2[C@H](C1)[C@@H](c1ccc(-c3cccc(F)c3)cc1)[C@@H]2CO | -7.7*
COCC(=O)N1[C@H](CO)[C@@H](c2ccccc2)[C@@H]1C#N | 3.1
COc1ccc(-c2ccc([C@@H]3[C@H]4CN(C(=O)c5ccc6c(c5)OCO6)CCCCN4[C@H]3CO)cc2)cc1 | 3.3
CCCC#Cc1ccc([C@H]2[C@H](CO)N3CCCCN(S(=O)(=O)Cc4ccccc4)C[C@@H]23)cc1 | 0.56
N#Cc1ccc(-c2ccc([C@H]3[C@H]4CNCC(=O)N4[C@H]3CO)cc2)cc1 | -0.65
CCS(=O)(=O)Nc1ccc2c(c1)C(=O)N(C)[C@@H]1CC[C@@H](CC(=O)NCc3ccccc3F)O[C@@H]1CO2 | -0.83
COCC#Cc1ccc([C@H]2[C@H](CO)N3C(=O)CN(C(=O)Nc4ccc(F)cc4)C[C@@H]23)cc1 | 2.7
Cc1ccc(S(=O)(=O)Nc2ccc3c(c2)C(=O)N([C@H](C)CO)C[C@H](C)[C@@H](CN(C)S(=O)(=O)c2cccs2)OCCCC[C@@H](C)O3)cc1 | -0.68
C[C@H](O)C#Cc1ccc([C@H]2[C@H](CO)N3CCCCN(C(=O)c4cccc(F)c4)C[C@@H]23)cc1 | 1
COc1ccc(NC(=O)N2CC(=O)N3[C@H](C2)[C@@H](c2ccc(-c4ccc(C)cc4)cc2)[C@@H]3CO)cc1 | -0.67
O=C(Cc1ccccc1)N1C[C@@H]2[C@H](c3ccccc31)[C@H](CO)N2S(=O)(=O)c1ccccc1 | 3.3
C/C=C/c1ccc([C@@H]2[C@@H](CN(C)C(=O)CC)N(C(=O)NC(C)C)[C@H]2CO)cc1 | 1.5
CO[C@H]1CN(C)C(=O)c2cc(NC(C)=O)ccc2OC[C@H](C)N(C(=O)Cc2ccccn2)C[C@H]1C | -1.7
O=C1CCCn2cc(nn2)COCC2CCCN12 (stereo not given) | 0.4
N#Cc1cccc(-c2ccc(C3[C@H]4CNC[C@@H]3N4S(=O)(=O)c3ccc(F)cc3)cc2)c1 (stereo not given in full) | 1&1.9
COc1ccccc1-c1ccc([C@H]2[C@H]3CN(S(=O)(=O)c4cn(C)cn4)CCCCN3[C@H]2CO)cc1 | 0.56
COc1ccccc1-c1ccc([C@H]2[C@@H](C#N)N(C(=O)C3CCC3)[C@@H]2CO)cc1 | -4.8*
O=C(C[C@@H]1C=C[C@H](NC(=O)c2ccc3c(c2)OCO3)[C@H](CO)O1)NC1Cc2ccccc2C1 | 0.46
C[C@@H]1CN([C@@H](C)CO)C(=O)CCCn2nncc2CO[C@@H]1CN(C)CC1CCCCC1 | -0.27
COc1cccc(S(=O)(=O)N(C)C[C@@H]2OCc3ccccc3-c3c(n(C)c4ccccc34)C(=O)N([C@H](C)CO)C[C@H]2C)c1 | 2.3
CCCC(=O)N1C[C@H]2[C@@H](c3ccccc31)[C@H](CO)N2C(=O)Nc1ccc(F)cc1 | 2.1
COc1cccc(S(=O)(=O)N2CCCCN3[C@H](C2)[C@H](c2ccc(C#CC(C)C)cc2)[C@@H]3CO)c1 | 5.1
COCC(=O)NC[C@H]1[C@@H](c2ccc(C3=CCCC3)cc2)[C@@H](CO)N1C(=O)C1CC1 | 6.1
CN1C(=O)c2cc(NC(=O)Nc3ccccc3Cl)ccc2OC[C@H]2O[C@@H](CC(=O)O)CC[C@H]21 | -1.9
COCC(=O)Nc1ccc2c(c1)[C@@H]1C[C@H](CC(=O)N[C@@H](C)c3ccccc3)O[C@@H](CO)[C@@H]1O2 | 1.4
CCS(=O)(=O)Nc1ccc2c(c1)C(=O)N(C)C[C@@H](OC)[C@H](C)CN(CC1CCCCC1)[C@H](C)CO2 | -0.45
COc1ccc(S(=O)(=O)N2CCCCN3[C@H](CO)[C@@H](c4ccc(C5=CCCC5)cc4)[C@@H]3C2)cc1 | 4.6
C[C@H](O)C#Cc1ccc([C@@H]2[C@@H](CO)N3CCCCN(C(=O)c4ccc(F)cc4)C[C@H]23)cc1 | -0.071
CO[C@@H]1CC[C@H]2CCN(C)C(=O)[C@@H](C)CN(C)C(=O)c3cc(C#N)ccc3OC[C@@H]1O2 | 0.37
C[C@H]1CN([C@@H](C)CO)C(=O)c2c(c3ccccc3n2C)-c2ccccc2CO[C@H]1CN(C)C(=O)[C@@H](Cc1ccccc1)N(C)C | -0.15
COc1ccccc1NC(=O)N1C[C@H](O)COC[C@@H]2O[C@@H](CC(=O)N3CCC(Cc4ccccc4)CC3)CC[C@H]21 | 0.006
CN1c2ccc(-c3ccc(F)cc3)cc2[C@@H]2[C@@H](CCN2C(=O)Cc2cccnc2)[C@@H]1CO | 1.4
CS(=O)(=O)N1CC(=O)N2[C@H](C1)[C@@H](c1ccc(C#Cc3ccc(F)cc3)cc1)[C@@H]2CO | -0.016

# Additional compounds follow.
SMILES | IDE exosite inh
O=C1N[C@@H](c2ccccc2)COCc2cn(nn2)CC[C@H]1Cc1cccc(Cl)c1 | -0.097
C[C@H](O)C#Cc1ccc([C@@H]2[C@H](CO)N3CCCCN(S(=O)(=O)c4ccccc4)C[C@@H]23)cc1 | -2.6
CC(=O)N1[C@@H](CO)[C@H](c2ccccc2)[C@@H]1CN(CC1CCC1)C(=O)CN(C)C | -0.19
COc1ccc(-c2ccccc2[C@@H]2[C@@H](C#N)N(C(=O)C3CC3)[C@H]2CO)cc1 | 2.1
Cc1cccc(S(=O)(=O)N2CCCCN3[C@H](CO)[C@H](c4ccc(-c5cccnc5)cc4)[C@@H]3C2)c1 | 4.4
C/C=C/c1ccc(C2[C@H]3CNC[C@@H]2N3Cc2ccc(OC)cc2)cc1 (stereo not given in full) | 0.98
COc1ccc(NC(=O)N(C)C[C@H]2OCc3cnnn3CCCC(=O)N([C@H](C)CO)C[C@@H]2C)c(OC)c1 | -0.61
N#C[C@H]1[C@@H](c2ccccc2-c2ccc(F)cc2)[C@@H](CO)N1c1ncc(-c2ccccc2)s1 | 3.9
C[C@@H]1CCCCO[C@H](CN(C)C(=O)c2ccncc2)[C@@H](C)CN([C@H](C)CO)C(=O)c2cc(NC(=O)CCC(F)(F)F)ccc2O1 | -0.07
O=C(C[C@H]1C[C@H]2c3cc(NS(=O)(=O)c4ccccc4)ccc3O[C@H]2[C@H](CO)O1)NCC(F)(F)F | 0.9
O=C(C[C@@H]1C[C@H]2c3cc(NS(=O)(=O)c4ccc(F)cc4)ccc3O[C@H]2[C@@H](CO)O1)NCc1cccnc1 | -0.06
Cc1ccc(-c2ccc([C@@H]3[C@@H](CO)N4CCCCN(C(=O)Nc5ccccc5)C[C@@H]34)cc2)cc1 | 3.8
O=C(C[C@H]1C[C@H]2c3cc(NC(=O)C4CCOCC4)ccc3O[C@H]2[C@H](CO)O1)NCc1cccnc1 | 0.54
N[C@@H]1CC[C@@H](CCn2cc(C3(O)CCCC3)nn2)O[C@H]1CO | -0.41
CC(=O)N1CCCCN2[C@@H](CO)[C@H](c3ccc(-c4cccc(C)c4)cc3)[C@@H]2C1 | -3.2*
COc1ccc(CN(C)C[C@@H]2OCCCC[C@@H](C)Oc3ccc(NC(=O)C4CCCCC4)cc3C(=O)N([C@H](C)CO)C[C@@H]2C)cc1 | 1.1
CCc1nc(N2[C@H](C#N)[C@H](c3ccccc3-c3ccccc3F)[C@@H]2CO)sc1C | 0.46
Cc1noc(C)c1S(=O)(=O)N(C)C[C@@H]1OCCCC[C@@H](C)Oc2ccc(N(C)C)cc2C(=O)N([C@@H](C)CO)C[C@@H]1C | 0.46
COc1ccc2c3c(n(C)c2c1)[C@H](CO)N(Cc1ccccc1Cl)CC31CN(C(=O)CN(C)C)C1 | -1.4
N#C[C@H]1[C@H](c2ccc(C3=CCCC3)cc2)[C@H](CO)N1C(=O)C1CC1 | 0.53
Cc1cc(C(=O)Nc2ccc3c(c2)C(=O)N(C)[C@H]2CC[C@@H](CC(=O)NCc4ccc(-c5ccccc5)cc4)O[C@H]2CO3)no1 | 0.0011
COc1ccc2c3c(n(C)c2c1)[C@@H](CO)NCC31CCN(C(=O)Nc2ccc(F)cc2F)CC1 | 1.6
O=C(Nc1ccc2c(c1)[C@H]1C[C@@H](CC(=O)N3CCc4ccccc4C3)O[C@@H](CO)[C@H]1O2)c1ccc2c(c1)OCO2 | -1
CCS(=O)(=O)N1CCCCN2[C@H](CO)[C@H](c3ccc(C#Cc4ccccn4)cc3)[C@@H]2C1 | -0.051
CCC(=O)N(C)C[C@@H]1[C@H](c2ccc(C3=CCCCC3)cc2)[C@H](CO)N1C(=O)CC | 3.2
COc1ccc2c3c(n(C)c2c1)[C@H](CO)N(C(=O)c1cccc(F)c1)CC31CN(C(=O)c2cccc(F)c2)C1 | -0.62
CC(C)NC(=O)N1CCCCN2[C@H](CO)[C@@H](c3ccc(C#C[C@H](C)O)cc3)[C@H]2C1 | 0.032
CCCNC(=O)[C@@H]1[C@@H](CO)[C@@H]2Cn3c(ccc(C4=CCCCC4)c3=O)[C@@H]2N1Cc1ccccc1F | -0.31
COc1ccccc1-c1ccc([C@H]2[C@@H](CO)N3CCCCN(C(=O)NC4CCCC4)C[C@@H]23)cc1 | -9.3*
CC(C)CC#Cc1ccc([C@@H]2[C@@H](CO)N3C(=O)CN(C(=O)CN4CCOCC4)C[C@@H]23)cc1 | 2.8

# Reformatted as labelled records: entries from further up.
O=C(Nc1ccc2c(c1)[C@H]1C[C@@H](CC(=O)N3CCc4ccccc4C3)O[C@@H](CO)[C@H]1O2)c1ccc2c(c1)OCO2
  IDE exosite inh: -1

CCC(=O)N(C)C[C@@H]1[C@H](c2ccc(C3=CCCCC3)cc2)[C@H](CO)N1C(=O)CC
  IDE exosite inh: 3.2

COc1ccc2c3c(n(C)c2c1)[C@H](CO)N(C(=O)c1cccc(F)c1)CC31CN(C(=O)c2cccc(F)c2)C1
  IDE exosite inh: -0.62

COc1ccc2c3c(n(C)c2c1)[C@@H](CO)NCC31CCN(C(=O)Nc2ccc(F)cc2F)CC1
  IDE exosite inh: 1.6

# Other results follow.
SMILES | IDE exosite inh
CC(=O)NC[C@@H]1[C@@H](c2ccc(C3=CCCC3)cc2)[C@@H](CO)N1C(=O)C1CCC1 | 1.1
CN(C)C(=O)c1ccc(-c2ccc([C@H]3[C@@H](C#N)N(C(=O)Cc4ccccn4)[C@@H]3CO)cc2)cc1 | 1.6
COc1cccc(-c2ccc([C@@H]3[C@H]4CN(C(=O)CN5CCOCC5)CC(=O)N4[C@H]3CO)cc2)c1 | -5.5*
O=C(c1ccc(F)cc1)N1CC(=O)N2[C@H](CO)[C@@H](c3ccc(C#CC4CCCCC4)cc3)[C@H]2C1 | 4.1
COc1ccc2c3c(n(C)c2c1)[C@H](CO)N(CC1CCOCC1)CC31CCN(C(=O)CN(C)C)CC1 | 0.43
CCCNC(=O)N(C)C[C@H]1Oc2cc(C#C[C@@H](C)O)ccc2S(=O)(=O)N([C@@H](C)CO)C[C@@H]1C | 0.038

# Among those listed so far, three contain a Cl atom:
SMILES | IDE exosite inh
CN1C(=O)c2cc(NC(=O)Nc3ccccc3Cl)ccc2OC[C@H]2O[C@@H](CC(=O)O)CC[C@H]21 | -1.9
O=C1N[C@@H](c2ccccc2)COCc2cn(nn2)CC[C@H]1Cc1cccc(Cl)c1 | -0.097
COc1ccc2c3c(n(C)c2c1)[C@H](CO)N(Cc1ccccc1Cl)CC31CN(C(=O)CN(C)C)C1 | -1.4
